Compound activity deposited in PubChem BioAssay by National Center for Advancing Translational Sciences (NCATS).
GAA glycogen mod: alters human alpha-glucosidase cleavage of glycogen; actives 0.38% (n = 300,000); Potency, µM (titrated, usually from 76.4 µM), without a hit: at the highest dose activity change, negative = inhibition, hits mostly inhibitors; recombinant GAA, glycogen substrate, Amplex Red glucose oxidase fluorescence; P10253; active = well fitted inhibition curve with a large enough effect; inconclusive = small, poorly fitted or top-dose-only effect, or another doubt; inactive = no such curve, though single readings can be large or run the other way;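 also: 0% = full enzyme reaction and -100% = no-enzyme basal signal; the screen sought inhibitors and activators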
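Recombinant enzyme (4 nM final) with compounds titrated up to 77 uM and bovine liver glycogen (30 ug) in citrate pH 5.0, 0.01% Tween-20, 37 C 40 min. Released glucose detected by Amplex Red/glucose oxidase (Ex 573/Em 610); AC50 from Hill fits.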
Starred values were filed as active, the others as inactive; [ ] = another dose, or the depositor's remark. Potency is read from the fitted curve at half-maximal effect. An excerpt. The share of hits here may be higher or lower than overall.

Start of the data: the first two entries as a preview:
What do the screens show for `Cc1ccc(-c2nc(C(=O)NCC3CCCO3)cc3c2[nH]c2ccccc23)cc1` (centres undefined)?
GAA glycogen mod: -6.8%[76.3 µM]

How did O=C(CSc1nccc(=O)[nH]1)NCc1ccc2c(c1)OCO2 do in these assays?
GAA glycogen mod: 1.0%[76.3 µM]

All compounds of this part, from the start:
What do the screens show for `Cc1ccc(-c2nc(C(=O)NCC3CCCO3)cc3c2[nH]c2ccccc23)cc1` (centres undefined)?
GAA glycogen mod: -6.8%[76.3 µM]

How did O=C(CSc1nccc(=O)[nH]1)NCc1ccc2c(c1)OCO2 do in these assays?
GAA glycogen mod: 1.0%[76.3 µM]

Results for COc1ccc(C2C(C(C)=O)=C(O)C(=O)N2c2ccc(O)cc2)cc1 (centres undefined) ?
GAA glycogen mod: -5.7%[76.3 µM]

Results for O=P(c1ccccc1)(c1ccccc1)C(O)c1ccc(Br)cc1 (centres undefined) ?
GAA glycogen mod: -15.2%[76.3 µM]

What do the screens show for `COc1ccccc1CCC(=O)Nc1nccs1`?
GAA glycogen mod: 1.3%

How did Cn1c(SCc2cccc(Br)c2)nc2c1c(=O)[nH]c(=O)n2C do in these assays?
GAA glycogen mod: -8.6%[76.3 µM]

How did Cc1ccc(S(=O)(=O)NC2CC(C)(C)NC(C)(C)C2)cc1 do in these assays?
GAA glycogen mod: -3.2%[76.3 µM]

What do the screens show for `Cc1ccccc1NC(=O)c1cccc(N2C(=O)C3CCC(C)CC3C2=O)c1` (centres undefined)?
GAA glycogen mod: -10.8%

What do the screens show for `COc1ccc(-c2csc(NC(=O)CSc3nc4ccccc4c(=O)[nH]3)n2)cc1`?
GAA glycogen mod: 11.6%

How did COCC(=O)N1CCC(Oc2ccc(C(=O)N(C)C3CCCCC3)cc2)CC1 do in these assays?
GAA glycogen mod: -9.9%[76.3 µM]

What do the screens show for `Cc1ccc(O)c(-c2cc(-c3ccc(F)cc3)no2)c1`?
GAA glycogen mod: 2.7%[76.3 µM]

Results for Cc1ccc2c(c1)N(C(=O)CCC(=O)NC1CCC(C)CC1)CCO2 (centres undefined) ?
GAA glycogen mod: 2.3%[76.3 µM]

Results for N#Cc1c(C(F)(F)F)cc(-c2ccccc2)n(N)c1=O ?
GAA glycogen mod: 3.7%

What do the screens show for `CCOc1ccc(C(=O)NCc2ccc3c(c2)OCO3)cc1OCC`?
GAA glycogen mod: -11.0%[76.3 µM]

How did C/C(=N\NC(=O)c1nnn(-c2nonc2N)c1-c1ccc2c(c1)OCO2)c1ccc(F)cc1 do in these assays?
GAA glycogen mod: -1.3%[76.3 µM]

How did CCOc1ccc(S(=O)(=O)N(CC)CC(=O)NCc2ccncc2)cc1 do in these assays?
GAA glycogen mod: -3.3%

Results for COc1cccc(N(C(=O)c2ccco2)C(C(=O)NC2CCCC2)c2ccc(N3CCOCC3)cc2)c1 (centres undefined) ?
GAA glycogen mod: -1.1%

How did COc1ccc(C)cc1NC(=O)Cc1c(C(=O)O)n(C)c2ccccc12 do in these assays?
GAA glycogen mod: -0.3%

What do the screens show for `O=C(Nc1cccc(C(=O)N2CCCCC2)c1)c1ccc(Cl)cc1`?
GAA glycogen mod: -6.8%[76.3 µM]

How did COc1ccc(/C=C/C(=O)O)cc1S(=O)(=O)N1CCc2ccccc21 do in these assays?
GAA glycogen mod: 3.4%

How did CCOC(=O)c1c(S(=O)(=O)NCCCc2ccco2)c(C)n(C)c1C do in these assays?
GAA glycogen mod: -4.3%[76.3 µM]

How did Cc1cc(C)c(S(=O)(=O)N2CCN(S(=O)(=O)N3CCOCC3)CC2)c(C)c1 do in these assays?
GAA glycogen mod: -1.5%

What do the screens show for `O=C(Nc1cnccn1)Nc1ccccc1F`?
GAA glycogen mod: 0.4%[76.3 µM]

What do the screens show for `COc1ccc(/C=C(\C#N)C(=O)NC(C)c2ccccc2)cc1O` (centres undefined)?
GAA glycogen mod: -3.8%

How did CN(C)N1C(N)=C(C#N)C(c2ccc3c(c2)OCO3)C2=C1CCCC2=O (centres undefined) do in these assays?
GAA glycogen mod: 10.5%

Results for COCCN1CC(C(=O)NCc2ccccc2-n2ccnc2C)CCC1=O (centres undefined) ?
GAA glycogen mod: -0.7%[76.3 µM]

Results for CCOc1ccc(CNc2ccc(N3CCN(Cc4ccccc4)CC3)cc2)cc1 ?
GAA glycogen mod: -2.5%[76.3 µM]

Results for Cc1cccc(CCNC(=O)c2cc(S(=O)(=O)N3CCOCC3)cn2C)c1 ?
GAA glycogen mod: 12.1%[76.3 µM]

Results for COC(=O)c1ccc(OC(=O)CN2C(=O)c3ccccc3C2=O)cc1 ?
GAA glycogen mod: 0.4%[76.3 µM]

Results for Cc1ccc(S(=O)(=O)N2CCOCC2)cc1NC(=O)COc1ccc2c(C)cc(=O)oc2c1 ?
GAA glycogen mod: -6.6%[76.3 µM]

How did CSCC[C@H](N)C(=O)NCC1CCC(C(=O)Nc2ccc3c(c2)OCO3)CC1 (some centres undefined) do in these assays?
GAA glycogen mod: -6.7%[76.3 µM]

What do the screens show for `O=C(CCC(=O)N1CCOc2ccccc21)NC1CCCCCC1`?
GAA glycogen mod: 15.2%[76.3 µM]

How did COc1ccc2[nH]c(=O)c(CN(c3ccccc3)S(=O)(=O)c3ccccc3)cc2c1 do in these assays?
GAA glycogen mod: -10.7%[76.3 µM]

How did CCCOc1ccc2ccccc2c1/C=C1\SC(=O)NC1=O do in these assays?
GAA glycogen mod: -13.5%[76.3 µM]

How did CCc1ccc(NC(=O)NCC2CCN(Cc3cccc(Cl)c3)CC2)cc1 do in these assays?
GAA glycogen mod: 1.3%

Results for COc1ccccc1CNC(=O)Cn1cnnn1 ?
GAA glycogen mod: 1.1%

How did CCOc1ccc2nc(SCC(=O)NCC3CCCO3)c(C#N)cc2c1 (centres undefined) do in these assays?
GAA glycogen mod: -7.9%

What do the screens show for `CCN(CC)C1CCN(C(=O)c2cc(COc3ccccc3SC)on2)C1` (centres undefined)?
GAA glycogen mod: -1.3%[76.3 µM]

How did CC(CCc1ccco1)NC(=O)CCc1nnc2ccc(NCc3ccccc3)nn12 (centres undefined) do in these assays?
GAA glycogen mod: -6.7%[76.3 µM]

Results for S=C(NCc1cccc(Cl)c1)NCc1ccco1 ?
GAA glycogen mod: -12.2%[76.3 µM]

Results for CCC(C)NC(=O)CN1c2cccc3cccc(c23)S1(=O)=O (centres undefined) ?
GAA glycogen mod: 4.1%

What do the screens show for `COC(=O)c1ccccc1NC(=O)NN1CCN(C)CC1`?
GAA glycogen mod: -3.5%[76.3 µM]

Results for COc1ccc(-c2csc3ncnc(N4CCN(c5ccccc5Cl)CC4)c23)cc1 ?
GAA glycogen mod: -1.3%[76.3 µM]

Results for COc1cc2c(cc1OC)C(c1ccc(O)cc1)NCC2 (centres undefined) ?
GAA glycogen mod: 3.8%[76.3 µM]

Results for CCCCC[C@]12Cc3ccccc3C(O1)c1c(cc(C)oc1=O)O2 ?
GAA glycogen mod: 15.7%[15.3 µM]

How did Cc1ccc2c(CC(=O)NC3CCS(=O)(=O)C3)coc2c1C (centres undefined) do in these assays?
GAA glycogen mod: -2.6%[76.3 µM]

What do the screens show for `COc1ccc(CCNC(=O)c2cc(=O)c3cc(C)ccc3o2)cc1`?
GAA glycogen mod: -3.5%[76.3 µM]

What do the screens show for `CN(Cc1ccccc1)C1CCCN(C(=O)c2ccc(Cl)s2)C1` (centres undefined)?
GAA glycogen mod: 0.1%[76.3 µM]

How did Cc1ccc(C(=O)Nc2cccc(NC(=O)c3ccc(C)c([N+](=O)[O-])c3)n2)cc1[N+](=O)[O-] do in these assays?
GAA glycogen mod: 0.5%

Results for CCOc1ccc2nc(SCC(=O)NCc3ccccc3)[nH]c2c1 ?
GAA glycogen mod: -7.3%[76.3 µM]

What do the screens show for `COP(=O)(OC)c1nc(-c2ccc([N+](=O)[O-])cc2)oc1N1CCCCC1`?
GAA glycogen mod: -5.7%

How did O=C(Nc1cc(Br)ccc1O)c1cc(-c2ccccc2)on1 do in these assays?
GAA glycogen mod: 8.5%[76.3 µM]

How did COc1ccc2nc(C)cc(NCc3ccc(F)cc3)c2c1 do in these assays?
GAA glycogen mod: -5.0%

What do the screens show for `CSc1ccccc1NC(=O)CSc1nnc(COc2ccccc2)o1`?
GAA glycogen mod: -3.7%[76.3 µM]

Results for CCCCC[C@]12Cc3cc(OC)c(OC)cc3C(O1)c1c(cc(C)n(-c3ccccc3)c1=O)O2 ?
GAA glycogen mod: 9.7%[15.3 µM]

What do the screens show for `O=S1(=O)CCO[C@H]2Cc3ccccc3[C@H]2N1Cc1ccc(Cl)cc1`?
GAA glycogen mod: -8.7%[76.3 µM]

Results for COc1cccc(CNC(=O)CS(=O)(=O)Cc2nc(-c3ccc(C)cc3)oc2C)c1OC ?
GAA glycogen mod: -4.0%[76.3 µM]

Results for O=C(NCc1ccc(F)cc1)c1cc2ccccc2o1 ?
GAA glycogen mod: 1.6%

How did Cc1cc(C)c(NC(=O)CSc2nc3ncc(Cl)cc3[nH]2)c(C)c1 do in these assays?
GAA glycogen mod: 4.3%[76.3 µM]

Results for Cc1ccc(S(=O)(=O)c2nc(-c3ccco3)oc2N2CCC(C)CC2)cc1 ?
GAA glycogen mod: -10.8%[76.3 µM]

Next section, starting with the last four of the part before.
Results for COc1cccc(CNC(=O)CS(=O)(=O)Cc2nc(-c3ccc(C)cc3)oc2C)c1OC ?
GAA glycogen mod: -4.0%[76.3 µM]

Results for O=C(NCc1ccc(F)cc1)c1cc2ccccc2o1 ?
GAA glycogen mod: 1.6%

How did Cc1cc(C)c(NC(=O)CSc2nc3ncc(Cl)cc3[nH]2)c(C)c1 do in these assays?
GAA glycogen mod: 4.3%[76.3 µM]

Results for Cc1ccc(S(=O)(=O)c2nc(-c3ccco3)oc2N2CCC(C)CC2)cc1 ?
GAA glycogen mod: -10.8%[76.3 µM]

Results for COc1cccc(-c2nnn(CC(=O)N3CCCCC3)n2)c1 ?
GAA glycogen mod: -0.8%[76.3 µM]

What do the screens show for `CN(C)c1ccc(CNC(=O)c2cc(S(=O)(=O)N3CCOCC3)cn2C)cc1`?
GAA glycogen mod: -8.0%[76.3 µM]

What do the screens show for `O=C(NCc1cccnc1)Nc1ccc(Cl)c(Cl)c1`?
GAA glycogen mod: -5.6%[76.3 µM]

How did CC(=O)NC1=C(Nc2ccc(N(C)C)cc2)C(=O)c2ccccc2C1=O do in these assays?
GAA glycogen mod: inconclusive

What do the screens show for `CSc1ncc(C(=O)Nc2ccccc2Cl)c(C)n1`?
GAA glycogen mod: -11.0%

How did COc1cccc(NCc2cc(=O)oc3cc(C)c(O)cc23)c1 do in these assays?
GAA glycogen mod: 4.0%

How did NNc1nnc2c3cc(F)ccc3n(CCc3ccccc3)c2n1 do in these assays?
GAA glycogen mod: 2.0%

What do the screens show for `O=C(Cc1ccc(Cl)c(Cl)c1)NC1CCCCCC1`?
GAA glycogen mod: -2.7%[76.3 µM]

What do the screens show for `CCOC(=O)CCNC(=O)Nc1cc2nc(C)n(Cc3cccc(Cl)c3)c2nc1C`?
GAA glycogen mod: 2.9%

Results for N#Cc1c(N2C(=O)c3ccc(C(=O)O)cc3C2=O)sc2c1CCCC2 ?
GAA glycogen mod: 5.0%[76.3 µM]

Results for Cc1ccc(OCC(=O)Nc2ccc(C(=O)O)cc2NC(=O)COc2ccc(C)c(C)c2)cc1C ?
GAA glycogen mod: -3.5%[76.3 µM]

How did COc1ccccc1C(=O)N1CC(=O)Nc2ccc(C)cc2C1c1ccc(F)cc1 (centres undefined) do in these assays?
GAA glycogen mod: 0.9%

How did Cc1ccc2c(CN3CCCCC3C)cc(=O)oc2c1 (centres undefined) do in these assays?
GAA glycogen mod: -4.5%

How did Cc1ccccc1N1CCN(S(=O)(=O)Cc2ccccc2)CC1 do in these assays?
GAA glycogen mod: -9.6%[76.3 µM]

How did COCCCN1C(=O)c2ccc(C(=O)NCCc3ccccc3)cc2C1=O do in these assays?
GAA glycogen mod: -7.8%

How did COc1ccc(CC(=O)N/N=C/c2sccc2C)cc1 do in these assays?
GAA glycogen mod: 6.9%[76.3 µM]

How did COc1ccc(/C=N\N2CCN(Cc3ccccc3Cl)CC2)cc1 do in these assays?
GAA glycogen mod: 1.2%[76.3 µM]

How did O=C(c1cnccn1)N1CCCC(N2CCN(c3cccc(Cl)c3)CC2)C1 (centres undefined) do in these assays?
GAA glycogen mod: -0.4%[76.3 µM]

What do the screens show for `COc1ccc(CCN(C)C2CCCN(C(=O)c3ccnn3C)C2)cc1OC` (centres undefined)?
GAA glycogen mod: -4.8%[76.3 µM]

How did CCOc1ccc(N(CC(=O)Nc2ccccc2OC)S(C)(=O)=O)cc1 do in these assays?
GAA glycogen mod: -14.3%[76.3 µM]

How did CCN(c1ccc(OC)cc1)S(=O)(=O)c1cc(-c2cc(C)no2)ccc1OC do in these assays?
GAA glycogen mod: -14.8%[76.3 µM]

Results for Cc1cc(C)c(NC(=O)C2CCCO2)c(C)c1NC(=O)C1CCCO1 (centres undefined) ?
GAA glycogen mod: -2.8%[76.3 µM]

How did O=C(NCc1ccc(F)cc1)C1CCCN(S(=O)(=O)c2ccc(-n3cnnn3)cc2)C1 (centres undefined) do in these assays?
GAA glycogen mod: 13.6%

What do the screens show for `CC(=O)Nc1ccc(C2NC(=O)CCC2[N+](=O)[O-])cc1` (centres undefined)?
GAA glycogen mod: 9.7%

How did COc1ccc(CN(C)Cc2c(O)ccc3cc(Br)ccc23)cc1OC do in these assays?
GAA glycogen mod: -4.1%[76.3 µM]

What do the screens show for `Cc1ccc(S(=O)(=O)NCc2cn3ccccc3n2)c(C)c1`?
GAA glycogen mod: -4.0%[76.3 µM]
